# Screening results deposited in PubChem BioAssay by Broad Institute.
# miR-122 sensor: inhibitors of miR-122 in Huh7 cells; Huh7 miR-122 Renilla luciferase sensor, 48 h; neutral wells = 0, positive control = 100; activation (reporter increase), % at 12.5 µM; hit rate 0.3% among 340,000;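 active means mean replicate activation score at least 90 and every replicate individually at or above 90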;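 further: higher luciferase means less miR-122 activity so hits act as miR-122 inhibitors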
# The depositor's hits bear a star. These rows are one share of the data. The share of hits here may be higher or lower than overall.
SMILES,miR-122 sensor
Cc1ccc(C(C)C)c(OCC(=O)Nc2sc3c(c2C#N)CC(C)(C)NC3(C)C)c1,-3.2
COc1ccc(CCN2C(=O)C3C4CC(C5C(C(=O)N/N=C\c6ccc(Cl)cc6)=NOC45)C3C2=O)cc1OC (configuration not stated),1.0
Cn1c(SCC(=O)Nc2ccc3cn[nH]c3c2)nnc1-c1cnccn1,1.1
COc1ccc(OC)c2[nH]c(=O)c(CCNC(=O)c3ccc(S(=O)(=O)N4CCCC4)cc3)cc12,-2.6
Cc1cc(SCc2cc(=O)[nH]c3ccccc23)nc2ccccc12,19.1
Cc1cccc(C(=O)NCC2CCCO2)c1 (configuration not stated),-1.2
C/C(=N\NC(=O)CSc1ncccn1)c1ccc2c(c1)OCCO2,-3.6
O=C(CSc1nnc(CSc2nc3ccccc3s2)o1)NC1CCCCC1,-1.6
COc1ccc(OC)c(-n2c(N)c(C(=O)NCC3CCCO3)c3nc4ccccc4nc32)c1 (configuration not stated),-10.2
CCn1nc(NC(=O)c2ccncc2)c2cc3cc(C)ccc3nc21,6.7
N#Cc1c(-c2ccccc2)nc(-c2ccccc2)nc1N1CCOCC1,-4.6
Cc1noc(NS(=O)(=O)c2ccc(N3Cc4ccccc4C3=O)cc2)c1C,-2.6
CCNc1nc(NC(C)C)nc(N(C#N)Cc2ccccc2)n1,-6.6
Cc1nnc(SCCn2c(N(C)Cc3ccccc3)nc3c2c(=O)n(C)c(=O)n3C)s1,4.8
COc1ccc2[nH]c(=O)c(CN(CC3CCCO3)C(=O)Nc3ccccc3OC)cc2c1 (configuration not stated),3.6
COc1ccc(-c2nnc(SCc3csc(N)n3)n2C)cc1,-4.6
Cc1cc(C)n2nc3nc(N4CCCCC4)nc(-c4ccco4)c3c2n1,4.1
COc1ccc(CN2CCOCC2)cc1,3.2
Cc1ccc(NC(=O)c2ccc(CSc3nnc(-c4ccncc4)n3C)cc2)c(C)c1,-7.0
CN1CCN(c2nc3ccccc3nc2C(C#N)C(=O)OC2CCCCC2)CC1 (configuration not stated),-3.0
CCNC(=O)C1CCCN(Cc2ccc3ccccc3c2Br)CC1 (configuration not stated),2.5
CCCCc1nc(C(N)=O)c2[nH]c(=O)n(-c3ccc(OC)cc3OC)c2n1,-2.8
Cc1ccc(S(=O)(=O)NCCC(=O)Nc2nnc(C3CC3)s2)cc1C,15.7
Cc1ccc(/C=C/c2nnc(-c3ccccc3)o2)cc1,-5.0
CCCCN(CC)C(=O)/C=C/c1cccc([N+](=O)[O-])c1,-2.9
Cn1c(-c2ccccc2)cnc1SCC(N)=O,-6.2
CCCCN1C(=O)c2ccc(C(=O)NC3=NCCS3)cc2C1=O,-3.3
Cc1cc2ncn(C(=O)N3CCCC3)c2cc1C,-4.9
OC(CN1C2=NCCN2c2ccccc21)c1ccc(Br)cc1 (configuration not stated),3.1
Cc1nnc(SCC(=O)NCc2ccco2)n1Cc1ccccc1,4.5
CCCCNC(=S)Nc1ccccc1F,3.2
COC(=O)c1cnn2c(C(F)(F)F)cc(-c3ccccc3)nc12,0.5
Cc1ccc(-c2cc(C(=O)NCc3ccc4c(c3)OCO4)no2)cc1,-8.7
CC(=O)Nc1ccc(S(=O)(=O)n2nc(C)cc2C)cc1,7.3
O=C(NC1CCS(=O)(=O)C1)c1ccc(S(=O)(=O)NCC2CCCO2)cc1 (configuration not stated),-7.1
COc1ccc(-c2c(C(F)(F)F)oc3c(CN4CCN(C)CC4)c(O)ccc3c2=O)cc1,1.1
COc1ccccc1OC(=O)Cc1cccc2ccccc12,-3.0
CC1CCCN(C(=O)CSc2nnc(-c3ccc(S(=O)(=O)N4CCOCC4)cc3)n2C)C1 (configuration not stated),1.6
CCCc1cc(C(=O)Nc2ccc(C(=O)c3ccc(F)cc3)cc2)n(C)n1,12.3
Cc1cc(C)c2[nH]c(=O)c(C(c3nnnn3Cc3ccc4c(c3)OCO4)N3CCCC3)cc2c1 (configuration not stated),0.2
CNC(=O)Nc1ccccc1C(=O)NCc1ccccc1,-1.7
O=C1C(C=NCc2cccnc2)=C(O)c2ccccc21,3.8
Cc1cc(C)c2cc(CN(CCO)C(=O)Nc3ccc(F)cc3)c(=O)[nH]c2c1,6.4
CN1CC(c2ccccc2)C2(SC(=S)N(Cc3ccco3)C2=O)C12C(=O)Nc1ccccc12 (configuration not stated),-2.2
Cc1ccc(OCC(=O)N/N=C/C=C/c2ccco2)cc1,-0.1
Cc1ccc(C(=O)c2sc3nsc(C)c3c2N)cc1,2.4
CC(C)CCN(CCC(C)C)C/C(O)=C(\C#N)c1nc(-c2ccccc2)cs1,12.0
Cc1ccc(CN2C(=O)CCC2C(=O)NCCCN2CCCC(C)C2)cc1 (configuration not stated),-0.9

# For reference, 17 of the compounds above.
SMILES,miR-122 sensor
COC(=O)c1cnn2c(C(F)(F)F)cc(-c3ccccc3)nc12,0.5
Cc1ccc(-c2cc(C(=O)NCc3ccc4c(c3)OCO4)no2)cc1,-8.7
CC(=O)Nc1ccc(S(=O)(=O)n2nc(C)cc2C)cc1,7.3
O=C(NC1CCS(=O)(=O)C1)c1ccc(S(=O)(=O)NCC2CCCO2)cc1 (configuration not stated),-7.1
COc1ccc(-c2c(C(F)(F)F)oc3c(CN4CCN(C)CC4)c(O)ccc3c2=O)cc1,1.1
COc1ccccc1OC(=O)Cc1cccc2ccccc12,-3.0
CC1CCCN(C(=O)CSc2nnc(-c3ccc(S(=O)(=O)N4CCOCC4)cc3)n2C)C1 (configuration not stated),1.6
CCCc1cc(C(=O)Nc2ccc(C(=O)c3ccc(F)cc3)cc2)n(C)n1,12.3
Cc1cc(C)c2[nH]c(=O)c(C(c3nnnn3Cc3ccc4c(c3)OCO4)N3CCCC3)cc2c1 (configuration not stated),0.2
CNC(=O)Nc1ccccc1C(=O)NCc1ccccc1,-1.7
O=C1C(C=NCc2cccnc2)=C(O)c2ccccc21,3.8
Cc1cc(C)c2cc(CN(CCO)C(=O)Nc3ccc(F)cc3)c(=O)[nH]c2c1,6.4
CN1CC(c2ccccc2)C2(SC(=S)N(Cc3ccco3)C2=O)C12C(=O)Nc1ccccc12 (configuration not stated),-2.2
Cc1ccc(OCC(=O)N/N=C/C=C/c2ccco2)cc1,-0.1
Cc1ccc(C(=O)c2sc3nsc(C)c3c2N)cc1,2.4
CC(C)CCN(CCC(C)C)C/C(O)=C(\C#N)c1nc(-c2ccccc2)cs1,12.0
Cc1ccc(CN2C(=O)CCC2C(=O)NCCCN2CCCC(C)C2)cc1 (configuration not stated),-0.9

# (further entries)
SMILES,miR-122 sensor
c1ccc(-c2csc(N3CCCCCC3)n2)cc1,-3.8
Cc1ccc2c(n1)sc1c(-c3ccc(Br)cc3)c(C#N)c(N)nc12,-13.8
CCOC(=O)N1CCN(S(=O)(=O)c2ccc(OCC)c3ccccc23)CC1,5.9
COc1ccc(-c2nc(SCC(=O)Nc3cc(C)on3)n[nH]2)cc1,-0.4
CCN(CC)C(=O)CN(c1cc2c(cc1OC)oc1ccccc12)S(=O)(=O)c1ccccc1,99.5*
CC(C)(C)c1[nH]nc2c1C(c1ccoc1)C(C#N)=C(N)O2 (configuration not stated),-6.9
Cc1ccc(Cn2ccc(=O)c(OCc3c(Cl)cccc3Cl)c2C)cc1,-2.7
C/[N+]([O-])=C\c1coc2ccccc2c1=O,0.3
COC(=O)C(Cc1ccc(OC(=O)c2ccccc2Cl)cc1)N1Cc2ccccc2C1=O (configuration not stated),-8.9
Cc1ccc(-c2nc(N/N=C/c3cccnc3)c3ccccc3n2)cc1,14.5
CC(=O)Cc1nsc(NC(=O)c2ccccc2)n1,-1.7
CCc1cc2cc(C(=O)Nc3ccccc3F)sc2s1,-6.5
Cn1c2c(c(=O)n(C)c1=O)[C@@H]1c3c(ccc4ccccc34)OC[C@@H]1CO2,0.1
COc1ccc(CN(CCCN2CCOCC2)C(=O)Nc2ccccc2)cc1OC,-7.7
COc1ccc(N2C(=O)CC(N(Cc3ccc(S(N)(=O)=O)cc3)C(C)=O)C2=O)cc1 (configuration not stated),1.3
O=C(Nc1ccc2c(c1)OCCO2)c1ccc(CN2CCOCC2)cc1,-5.5
COc1cc(OC)cc(C(C(=O)NC2CCCCC2)N(C(=O)c2ccno2)c2ccccc2)c1 (configuration not stated),-2.9
O=C(Nc1cc(C(F)(F)F)ccc1Cl)c1cc2nc3c(c(C(F)(F)F)n2n1)CCCC3,8.9
COc1ccccc1C(=O)n1nc(-c2ccccc2)nc1N,-2.6
O=C(CSc1ncn[nH]1)Nc1nnc(-c2ccccc2)s1,-5.6
COc1cc2c(cc1OC)CN(C(=O)CSc1nc(C)cc(C)c1C#N)CC2,1.5
CCn1c(=O)n(CC(=O)NCc2ccco2)c(=O)c2ccccc21,3.6
COC(=O)c1ccc(N2C(=O)CC(N3CCN(c4ccccc4)CC3)C2=O)cc1 (configuration not stated),-2.8
CC(Sc1nnc(Cc2cccs2)n1C1CCCCC1)C(=O)N1CCc2ccccc21 (configuration not stated),32.8
O=c1c2c3c(sc2ncn1/N=C/c1ccc(Br)o1)CCCC3,-3.5
O=C(CCCOc1ccccc1)NCC1CCCO1 (configuration not stated),-7.3
Cc1ccc(C(C)NC(=O)C2CCCO2)cc1C (configuration not stated),-3.4
COC(=O)C1=C(C)N=C2SC(C)C(=O)N2C1c1ccc(C(=O)OC)cc1 (configuration not stated),0.6
CC1=C(C(=O)Nc2ccccc2)C(c2ccc(C)o2)n2c(s/c(=C/c3ccccc3)c2=O)=N1 (configuration not stated),4.1
Cc1ccc(N2C(=O)c3ccccc3NC2C(C)Cc2ccc3c(c2)OCO3)cc1 (configuration not stated),11.4
Cc1ccc(CNC(=O)CN2CCN(Cc3ccc(Cl)cc3)C2=O)cc1,2.5
CC(C)OC(=O)CC12CN3CC(CC(=O)OC(C)C)(CN(C1)C(=O)c1ccccc1C3=O)C2=O,-4.5
O=C(OCC(=O)N1CCCc2ccccc21)c1ccc(Br)o1,-0.3
CC(C)N(O)C(=O)NC(C)(C)C,-3.1
CCCCC(=O)Nc1ncc2c(n1)CC(C)(C)CC2=O,-0.7
O=C(NCc1ccco1)c1cccc(S(=O)(=O)N2CCCCC2)c1,7.9
CC1CCc2nc(NC(=O)CSc3nc4ccccc4o3)sc2C1 (configuration not stated),-3.5
CCNc1nc(N)nc(Oc2ccc(OCCOc3ccccc3)nn2)n1,151.2*
COc1ccccc1-n1c(SCC(=O)NC2CCCC2)nc2cccnc21,-2.3
CC1=CC(C)(C)N=C(NC#N)N1,4.5
CCN(CC)S(=O)(=O)c1cccc2cc(C(=O)O)c(O)cc12,0.5
CCOc1ccc(NC(=O)CSc2nnc(-c3ccccc3Cl)n2Cc2ccco2)cc1,9.4
Cc1nc2scc(-c3ccc(Cl)cc3)c2c(=O)o1,-3.7
Cc1nc(-c2ccc(NC(=O)C3CCCCC3)cc2)cs1,1.5
C=CCn1c(SCC(=O)O)nnc1-c1ccc(C(C)(C)C)cc1,-0.7
CCC(Sc1nc2ccccc2s1)C(=O)Nc1cc(C)on1 (configuration not stated),-3.5
CN(C)CCN1C(=O)C(=O)/C(=C(/O)c2ccc(OCc3ccccc3)cc2)C1c1ccncc1 (configuration not stated),6.9
CCOC(=O)c1ccccc1NC(=O)Cn1cnc2c(cnn2C(C)(C)C)c1=O,-3.3
COc1cccc(NC(=O)Cn2cc(C#N)c3ccccc32)c1,6.9
Cc1ccc(-c2nnc(SCc3nc(N)nc(Nc4ccccc4C)n3)n2N)cc1,-1.1
O=C(CN(CC(=O)N1CCOCC1)S(=O)(=O)c1ccc(Br)s1)N1CCOCC1,0.7
Cc1cc(NC(=O)CSc2nc3ccccc3s2)no1,0.2
COc1ccc(CN2CC(C(=O)NCCCN3CCOCC3)CC2=O)cc1 (configuration not stated),2.7
Cc1cc(C)cc(N2CC(C(=O)O)CC2=O)c1 (configuration not stated),-8.2
O=S(=O)(c1ccc2nc(COc3ccccc3)[nH]c2c1)N1CCOCC1,2.4
O=C(CCCCCN1C(=O)c2ccccc2C1=O)Nc1ccccc1,-3.0
COc1cccc(NC(=O)COC(=O)c2nc3nccc(C)n3n2)c1,-3.1
COc1ccc(OC)c2[nH]c(=O)c(CCNC(=O)C3CCCCC3)cc12,-2.1
COc1ccc(NS(=O)(=O)c2cccc(-c3nnc(-c4ccccc4)o3)c2)cc1,23.5
CCOc1ccc(-c2nnc(N(CC)C(=O)C3CCC3)s2)cc1,-6.6
# Other entries follow:
SMILES,miR-122 sensor
CNS(=O)(=O)c1cc(O)c2c(S(=O)(=O)NC)cccc2c1,3.1
COc1cccc(Nc2nc(NCC3CCCO3)c3ccccc3n2)c1 (configuration not stated),-51.4
CCOC(=O)n1c(SCC(=O)N(CC)CC)nc2ccccc21,-7.9
CCN=C1SC(CC(=O)Nc2sc(C)c(C)c2C(=O)OC)C(=O)N1CC (configuration not stated),1.9
O=C(/C=N/O)Nc1ccccc1,-5.1
CCCC(=O)NC(c1ccc(C)cc1)c1ccc2cccnc2c1O (configuration not stated),-9.0
COc1cc(C(=O)NCc2ccc(C)cc2)ccc1OCc1c(C)noc1C,2.3
COc1cccc(/C=N/n2c(SC)nnc2-c2ccccc2)c1O,6.5
Cc1noc(NS(=O)(=O)c2ccc(N/C=C/C(=O)c3cccnc3)cc2)c1C,3.6
O=C(c1cccc(C(F)(F)F)c1)N1CCCCCC1,-0.6
O=C(OCc1cc2ccccc2[nH]c1=O)c1ccncc1,-3.6
Cc1cc(C)n(-c2cc(-c3ccccc3)nc(C)n2)n1,-0.1
Cn1nnnc1SCC(=O)N1CCN(c2ccccc2)CC1,-5.5
CCCCc1nnc(NC(=O)CCSc2ccccc2)s1,-7.1
O=C(Nc1nc(-c2cc(Cl)sc2Cl)cs1)c1cccs1,1.2
O=C(CCSc1nccn1Cc1ccccc1)N1CCOCC1,1.0
COc1ccc(N(Cc2cc3cc(OC)ccc3[nH]c2=O)C(=O)c2cccnc2)cc1,5.7
O=C(O)CCSc1nnc(-c2ccncc2)n1-c1ccccc1,-1.8
O=C(O)CCc1nn2cc(-c3ccccc3)nc2[nH]c1=O,-3.3
Cc1ccc2nc(/C(C#N)=C\c3ccc(OC(=O)c4cccs4)cc3)[nH]c2c1,24.8
O=C1CCCc2c1cc(C(=O)NC1CCSC1=O)c(=O)n2-c1ccccc1 (configuration not stated),-0.4
Cc1ccc(-c2cc(C(=O)n3cnc4ccccc43)c3ccccc3n2)cc1C,0.6
O=C(CSCc1nc2ccccc2[nH]1)N1CCN(c2ccc(F)cc2)CC1,-0.6
C=CCn1c(COc2cccc3ccc(C)nc23)nnc1SCC(=O)OC,0.9
